tuberculosis growth = growth inhibition of non-replicating M. tuberculosis (AID 488890); Mycobacterium tuberculosis non-replicating, growth inhibition; higher % means a stronger effect; inhibition, % at 25 µM; hits with a dose series show IC50 in µM; 320,000 tested, 0.39% active; in the data active = a potency from the dose series; inconclusive = inhibition mostly from about 82% at the one dose, without a potency; inactive = the rest, 99 in 100 with inhibition below about 76%;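 also: plate controls were DMSO cells for no effect and high antibiotic wells for full effect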
PhoP GFP inhibition = Inhibition of PhoP regulon, Salmonella typhi GFP reporter cells, confirmation, 4 h (AID 1850) | Salmonella Typhi PhoP-promoter GFP reporter, fluorescence, 4 h; higher % means a stronger effect | inhibition, % at 50 µM; hits with a dose series show IC50 in µM | 310,000 tested, 0.33% active; in the data active = a potency from the dose series; inconclusive = inhibition mostly from about 25% at the one dose, without a potency; inactive = the rest, 99 in 100 with inhibition below about 19%;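 also: 0% = induced wells with vehicle and 100% = uninduced wells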
H37Rv inhibition = M. tuberculosis growth inhibition, HTS (AID 449762); 330,000 tested, 0.59% active; M. tuberculosis H37Rv growth inhibition, 7H9 media; higher % means a stronger effect; one-dose inhibition, % at 25 µM; IC50 in µM for titrated hits; in the data active = a potency from the dose series; inconclusive = inhibition above about 70% without an active follow-up result;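 also: bacterial growth assessed after seven days of incubation; strong numbers were not always called active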
influenza NS1A = NS1A inhibition, H1N1 influenza, cell based functional assay (AID 504329). NS1A functional cell-based assay, percent inhibition; higher % means a stronger effect. 340,000 tested, 0.3% active. inhibition, % at 12.5 µM; hits with a dose series show IC50 in µM; in the data active = a potency from the dose series; inconclusive = inhibition above about 27% without an active follow-up result; also: strong numbers were not always called active
inhibitors of VEEV = inhibitors of VEEV TC-83 cytopathic effect, confirmation, Vero cells (AID 588727); Vero cells, VEEV TC-83 cytopathic effect inhibition; higher % means a stronger effect; one-dose inhibition, % at 20 µM; IC50 in µM for titrated hits; 350,000 tested, 0.13% active; in the data active = a potency from the dose series; inconclusive = inhibition mostly from about 14% at the one dose, without a potency; inactive = the rest, 99 in 100 with inhibition below about 12%; also: strong numbers were not always called active
inhibitors of VEEV 10K pilot screen = also measured in inhibitors of VEEV; calls as there; inhibition, %; measured here: 10K pilot screen inhibition
Numbers without * were called inactive; i = inactive; ? = inconclusive; . = no result given; & = joins results of further samples.

SMILES	tuberculosis growth	PhoP GFP inhibition	H37Rv inhibition	influenza NS1A	inhibitors of VEEV	others
Cc1ccccc1NS(=O)(=O)c1ccc(NC(=O)N2CCCCC2)cc1	-12%	-5%	-1%	-19%	i
NC(=O)c1ccc(N2CCCCC2)c(N2C(=O)C3C4C=CC(C4)C3C2=O)c1 (configuration not stated)	-5%	5%	-7%	-18%	0.3%
CC1CCN(CCCNC(=O)c2cc3sccc3n2C)CC1	13%	7%	5%	5%	1.1%	inhibitors of VEEV 10K pilot screen=0.9
COc1cc(/C=C2/NC(=O)N(Cc3ccccc3F)C2=O)cc(OC)c1O	-14%	2%	2%	-15%	9.4%
O=S1(=O)N=C(N2CCN(c3ccc(F)cc3)CC2)c2ccccc21	-13%	3%	1%	5%	1.7%
CN(CC(=O)OCC(=O)NCC(F)(F)F)S(=O)(=O)c1ccc(Cl)cc1	-5%	10%	-8%	5%	i	inhibitors of VEEV 10K pilot screen=0.3
CC1(C)CC(=O)c2sc(NC(=O)c3ccccc3)nc2C1	15%	5%	-1%	.	.
O=C(NC1CC1)C1CC(=O)N(c2ccccc2)C1 (configuration not stated)	-3%	3%	2%	-8%	1.8%
Nc1ccc(-c2nc3nc(N)nc(N)c3nc2-c2ccc(N)cc2)cc1	-10%	-1%	43µM*	5%	0.8%
O=C(O)c1ccc(NC(=O)c2ccc3c(c2)C(=O)N(c2ccccc2)C3=O)cc1	0%	-17%	-2%	-6%	0.8%
CCOC(=O)Cn1c(CN2CCN(C(=O)c3ccco3)CC2)nc2c1c(=O)n(C)c(=O)n2C	-18%	11%	-4%	4%	i
COc1ccccc1CNC(=O)CSc1nnc2c(n1)[nH]c1ccc(F)cc12	-16%	2%	2%	-1%	1.2%
COC(=O)N/N=C\c1ccc(OC/C=C/c2ccccc2)cc1	-7%	-7%	-3%	12%	0.5%
COc1ccc(/C=N/n2c(N)nc(-c3ccccc3)c2-c2ccccc2)cc1	13%	1%	67%	10%	9.4%
O=C(O)CN1C(=O)/C(=C\c2cccc(OCc3ccc(Cl)cc3)c2)SC1=S	32%	-9%	4%	-21%	1.1%
Cc1nnc(SCC(=O)NCCc2ccccc2)s1	75%	-4%	-15%	7%	i
COC(=O)CNC(=O)Cc1c(F)cccc1Cl	11%	10%	4%	3%	0.8%
CN(C)c1ccc(P(=O)(Nc2ccc([N+](=O)[O-])cc2)N2CCOCC2)c(NC(=O)c2cccs2)c1 (configuration not stated)	16%	-6%	-2%	1%	9.0%
O=c1[nH]c(=S)ccn1C1OC(CO)C(O)C1O (configuration not stated)	40%	29µM*	?	-4%	5.0%
CCCCN(C)CCNC(=O)c1cc2c(-c3cccc(OC)c3)nn(C)c2s1	71%	-1%	-5%	23%	8.7%
CCN1CCN(C(CNS(=O)(=O)c2ccc(F)cc2)c2cccnc2)CC1 (configuration not stated)	-7%	-6%	-3%	-4%	0.8%
COc1ccc(NC(=O)COC(=O)c2ccc3ccccc3n2)cc1	75%	.	8%	0%	i
CCN(CC)C(=O)c1[nH]cnc1C(=O)Nc1ccccc1	19%	.	2%	-24%	2.3%
CCOC(=O)c1cnc(-c2ccccc2)nc1Oc1cccc(Cl)c1	5%	3%	8%	-12%	0.6%
Cc1cc(=O)oc2cc(OCC(=O)OCC(=O)Nc3ccccc3Br)ccc12	0%	-4%	6%	-3%	0.5%
Cc1ccc(Nc2cc(=O)[nH]c(=O)[nH]2)cc1C	19%	9%	3%	-4%	1.1%
CC(C)c1onc(C(=O)NCCc2ccccc2)c1[N+](=O)[O-]	61%	-1%	12%	2%	0.9%
Cc1ccc(NS(=O)(=O)c2ccc3c(c2)n(C)c(=O)n3C)c(C)c1	-1%	-11%	-11%	-7%	i
CCOc1ccc(Oc2ccccc2NC(=O)CN2C(=O)NC3(CCCC3)C2=O)cc1	27%	3%	2%	-3%	2.8%
O=C(CNC(=O)c1ccccc1F)Nc1ccc2c(c1)OCO2	-2%	.	-6%	2%	0.6%
CC1Cc2cc(S(=O)(=O)N3CCC(C(=O)NCc4ccco4)CC3)ccc2N1C(=O)C1CCC1 (configuration not stated)	24%	-4%	-1%	-5%	i
COc1ccc(OCC(=O)NNc2nc3ccccc3s2)cc1	?	13%	70%	-23%	4.3%
O=C(c1cccs1)n1nc(NCc2ccccc2)nc1NCc1ccccc1	9%	-2%	-7%	-3%	0.6%
Cc1ccc(CNC(=O)c2ccc(CNS(=O)(=O)c3ccc4c(c3)C(C)(C)C(=O)N4C)cc2)o1	6%	0%	-11%	27%	1.9%
CN(C)C(=C(C#N)C#N)N1CCN(c2ccc(Cl)c(Cl)c2)CC1	11%	-2%	-1%	-2%	i
CC(O)CNc1nc2c(c(=O)n(C)c(=O)n2C)n1CCc1ccccc1 (configuration not stated)	-15%	4%	9%	12%	3.8%
Cn1cnnc1SCc1nnc(-c2ccccc2Br)o1	-3%	-4%	1%	-7%	2.3%
CCn1c(CC(=O)Nc2ccc(F)cc2)nnc1SCC(=O)NC1=NCCS1	-1%	11%	8%	4%	0.1%
CCOc1ccc(CN2CCN(Cc3cnc(N4CCOCC4)s3)CC2CCO)cc1 (configuration not stated)	11%	-2%	-2%	-4%	0.9%
O=C(C1CCOCC1)N1CCCC(N2CCN(c3cccc(C(F)(F)F)c3)CC2)C1 (configuration not stated)	0%	9%	2%	-1%	0.4%

A stretch from further up, for reference:
SMILES	tuberculosis growth	PhoP GFP inhibition	H37Rv inhibition	influenza NS1A	inhibitors of VEEV	others
CCOc1ccc(CN2CCN(Cc3cnc(N4CCOCC4)s3)CC2CCO)cc1 (configuration not stated)	11%	-2%	-2%	-4%	0.9%
O=C(C1CCOCC1)N1CCCC(N2CCN(c3cccc(C(F)(F)F)c3)CC2)C1 (configuration not stated)	0%	9%	2%	-1%	0.4%

More structures.
SMILES	tuberculosis growth	PhoP GFP inhibition	H37Rv inhibition	influenza NS1A	inhibitors of VEEV	others
COc1ccc(Cl)cc1NC(=O)NCC1CCN(C(=O)OC(C)(C)C)CC1	46%	-3%	13%	16%	5.7%
Cc1ccc(NC(=O)c2cc([N+](=O)[O-])ccc2N2CCOCC2)cc1S(=O)(=O)N1CCOCC1	16%	-7%	-2%	13%	6.4%
Cc1n[nH]c(C)c1CNCc1c(C(=O)N2CCCCCCC2)nc2ccc(Cl)cn12	6%	13%	-7%	-2%	i
COc1ccc(C(C(=O)NC2CCCC2)N(CCC(C)C)C(=O)CCC(=O)Nc2cc(C)on2)cc1 (configuration not stated)	4%	11%	-9%	-5%	0.4%
C=CCSc1nnc(-c2ccccc2NC(=O)CC)c(=O)[nH]1	2%	3%	-8%	14%	2.7%
CCN(CC)CCCN=Cc1c(-c2ccccc2)[nH]n(-c2nc3ccccc3s2)c1=O	23%	21%	3%	10%	1.4%
CCN1C(=O)[C@H]2[C@@H](c3ccc(-c4ccc5c(c4)OCO5)cc3)N[C@@](Cc3ccccc3)(C(=O)OC)[C@H]2C1=O	-5%	.	-3%	14%	1.6%
O=C(CCn1c(=S)[nH]c2cc3c(cc2c1=O)OCO3)N1CCc2ccccc2C1	17%	5%	7%	.	.
Cc1sc(NC(=O)CN2CCCC2)nc1-c1ccc2c(c1)CCN2C(=O)c1cccc(F)c1	53%	7%	9%	6%	9.4%
Cc1cc(C)c(OCCCCN(C)Cc2ccccc2)c(C)c1	39%	-7%	14%	-1%	i
O=C(NC(NC1CCS(=O)(=O)C1)C(Cl)(Cl)Cl)c1cccc(Cl)c1 (configuration not stated)	-5%	-4%	-7%	11%	2.4%
COc1cccc(-c2ccc3c(c2)C2CC3CCN2C(C)=O)c1 (configuration not stated)	.	.	.	-10%	1.4%
Cc1cc(C(=O)CN2CCCC2)c(C)n1-c1ccc(Cl)cc1	56%	19%	2%	4%	0.6%
C/C(N)=C(/C#N)C(=O)COC(=O)COc1ccc(Cl)cc1C	46%	0%	-1%	-2%	1.3%
COC(=O)c1ccc(COc2ccccc2/C=C(\C#N)C(=O)Nc2ccccc2C)cc1	-4%	6%	-3%	-1%	4.9%
N#CC(=C=[N-])/C=C(\C(=O)c1ccccc1)[n+]1ccccc1	-12%	4%	-3%	-24%	0.3%
O=C(N/N=C/c1ccc(C(=O)O)cc1)C1=NNC(c2ccccc2)(c2ccccc2)C1	18%	-5%	13%	2%	0.4%
COC(=O)Cc1c[nH]c2cccc(OCC(O)CN(Cc3ccc([N+](=O)[O-])cc3)C(C)(C)C)c12 (configuration not stated)	24%	5%	-8%	2%	i
CC1(C)CC(=O)C2=C(C1)Nc1cc(Cl)ccc1S2	8%	-15%	0%	12%	2.4%
CN(C)c1ccc(C(CNS(=O)(=O)c2ccc3ccccc3c2)N2CCOCC2)cc1 (configuration not stated)	-2%	-1%	1%	4%	1.1%
CCOc1ccc(NC(=S)NC(C)C(c2ccccc2)N2CCN(C)CC2)cc1 (configuration not stated)	-1%	18%	6%	-2%	0.8%
N#CC1=C(SCC(=O)Nc2ccccc2)NC(=O)CC1c1ccco1 (configuration not stated)	-5%	1%	7%	-10%	i
CC(C)NCCOc1cccc(Br)c1	5%	-3%	-10%	10%	1.8%
Cc1c(NC(=O)/C(C#N)=C/c2ccccc2)c(=O)n(-c2ccccc2)n1C	-14%	6%	2%	2%	0.3%
N/C(=N\OS(=O)(=O)c1ccc2ccccc2c1)c1ccncc1	62%	10%	2%	-7%	4.7%
CCc1ccc(-c2nc(CN3CCC(C(=O)N4CCN(c5ccccn5)CC4)CC3)c(C)o2)cc1	70%	12%	30%	7%	i
CN(C)C/C=C/C(O)(c1ccccc1)c1ccccc1	0%	9%	5%	-3%	0.3%
O=C(COC(=O)c1ccc(S(=O)(=O)N2CCCCC2)cc1)NCc1ccc(F)cc1	.	.	.	-3%	1.1%
CC(=O)Nc1ccc(S(=O)(=O)NC(CC(=O)NCCCN2CCOCC2)C(C)C)cc1 (configuration not stated)	8%	0%	8%	-8%	1.4%
O=C1NC(c2ccccc2)(C(F)(F)F)SC2=NCCCN12 (configuration not stated)	-2%	-20%	-2%	0%	0.4%
CC1CCCC(C)N1/N=C/c1ccc(C#N)cc1 (configuration not stated)	-3%	-13%	-7%	4%	0.7%
Cc1nc(SCC(=O)Nc2ccc(Cl)cc2[N+](=O)[O-])nc(C)c1C	24%	-2%	-4%	6%	0.4%
Cc1ccnc(NS(=O)(=O)c2ccc(-n3cccn3)cc2)c1	-6%	-11%	11%	5%	1.7%
CCN1CCN(Cc2ccc(NC(=O)c3cc(NC(=O)C4=NN(c5ccccc5)C(=O)C4)cc(OC)c3)cc2C(F)(F)F)CC1	35%	8%	-9%	-6%	0.0%&2.3%
COc1ccc2c(c1)CCN(C(=O)CCl)C2C1C(=O)CCCC1=O (configuration not stated)	16%	-2%	7%	2%	0.7%
CCC(=O)NC(=S)Nc1cccc(NC(=O)c2ccccc2)c1	16%	-3%	18%	-13%	3.3%
Cc1cc(/C=C(\C#N)C(=O)NCC2CCCO2)c(C)n1-c1ccc(Cl)cc1 (configuration not stated)	.	-1%	.	-5%	i
Cc1ccnc(NC(=O)/C=C/c2ccccc2[N+](=O)[O-])c1	20%	-8%	7%	.	.
CCN(CC(=O)Nc1ccc(NC(C)=O)cc1)c1ccc(C(F)(F)F)cn1	-8%	-4%	3%	-7%	0.9%
Cn1c(=O)[nH]c2nnc(-c3ccc(Cl)c(Cl)c3)nc2c1=O	72%	1%	6%	-4%	3.6%
COc1cccc(-c2cc3nc4c(c(N5CCC6(CC5)OCCO6)n3n2)CCC4)c1	11%	12%	22%	3%	6.8%
COc1ccccc1-c1cc(C(=O)N/N=C/c2cccs2)c2ccccc2n1	-14%	-11%	-4%	5%	19µM*	inhibitors of VEEV 10K pilot screen=41*

Pulled one by one from above (six):
SMILES	tuberculosis growth	PhoP GFP inhibition	H37Rv inhibition	influenza NS1A	inhibitors of VEEV	others
COc1ccc(C(C(=O)NC2CCCC2)N(CCC(C)C)C(=O)CCC(=O)Nc2cc(C)on2)cc1 (configuration not stated)	4%	11%	-9%	-5%	0.4%
Cc1ccc(NS(=O)(=O)c2ccc3c(c2)n(C)c(=O)n3C)c(C)c1	-1%	-11%	-11%	-7%	i
COc1ccccc1CNC(=O)CSc1nnc2c(n1)[nH]c1ccc(F)cc12	-16%	2%	2%	-1%	1.2%
Cc1ccccc1NS(=O)(=O)c1ccc(NC(=O)N2CCCCC2)cc1	-12%	-5%	-1%	-19%	i
O=C(N/N=C/c1ccc(C(=O)O)cc1)C1=NNC(c2ccccc2)(c2ccccc2)C1	18%	-5%	13%	2%	0.4%
CCN(CC(=O)Nc1ccc(NC(C)=O)cc1)c1ccc(C(F)(F)F)cn1	-8%	-4%	3%	-7%	0.9%

Screens (PubChem)
